INS promoter inh = TRM-6 insulin promoter activity inhibition; TRM-6 cells (human fetal islet line), insulin promoter-eGFP reporter, imaging; reporter expression induced with tamoxifen; inhibition, % at 2 µM; 130,000 compounds, 0.9% hits; AID 1273;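 active = inhibition above the mean plus 3 SD, with well images judged a real hit on visual review, cut at about 60% in these data, passing the limit was not always enough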
SDO1 yeast rescue = compounds rescuing growth of sdo1-depleted yeast, bone marrow failure model; z-score at 10 µM; S. cerevisiae sdo1-depleted JHY4D growth rescue, OD600 30 h; active compounds read high; pdr5 snq2 efflux-pump mutant strain; 140,000 compounds, 0.21% hits; AID 817;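 active = z-score above 3 at both the 24 hr and the 30 hr optical density reads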;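 note: z-score against mean and SD of all compound wells on the same plate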
SDO1 yeast rescue Rescue 24 h = second read-out of SDO1 yeast rescue, no call of its own (marks repeat the call); z-score; S. cerevisiae sdo1-depleted JHY4D growth rescue, OD600; measured here: growth rescue at 24 h;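 0 is the plate mean of compound wells and units are plate SD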
An asterisk follows results filed as active; i = inactive; nt = not tested or not shown; [ ] = remark or other dose. Only part of the results is shown (hit frequency here may not be typical).

INS promoter inh,SDO1 yeast rescue,SDO1 yeast rescue Rescue 24 h,structure
i,-0.11,-0.45,CCN1CC=C2C(C#N)=C(N)C(C#N)(C#N)[C@H](c3cccc(OC)c3OC)[C@H]2C1
48,-0.01,2.4,COc1ccc(C(OC(=O)c2ccco2)C(=O)NC2CCCCC2)cc1 (stereo unspecified)
-71,0.4,0.28,CCCCn1c(=O)[nH]c(=O)c2c1nc(CN1C(=O)c3ccccc3S1(=O)=O)n2CCC
nt,0.67,0.44,NNC(=S)NCc1ccc2c(c1)OCO2
34,0.28,1.8,CC(C)CCn1c(SCC(=O)c2ccccc2)nc2c1c(=O)[nH]c(=O)n2C
nt,-0.44,-1.2,Cc1ccc(NC(=O)NC2(C(=O)NCc3ccccc3)CCCCC2)cc1
-78,nt,nt,CCOc1ccccc1N1CCN(CC(=O)Nc2cc(C)on2)CC1
17,-0.39,-0.68,COc1ccc(C(=O)NCc2cccnc2)cc1Br
-4,-0.96,-0.63,O=C(Nc1nccs1)C(NS(=O)(=O)c1ccc(Br)s1)c1ccccc1 (stereo unspecified)
-12,0.33,-0.07,O=C(Cc1ccc(-n2c(=O)[nH]c3ccsc3c2=O)cc1)N1CCN(c2ccc(Cl)cc2)CC1
8,1.2,0.35,COc1ccc(S(=O)(=O)Nc2ccc(S(=O)(=O)Nc3ccc(F)cc3)cc2)cc1C
57,0.42,-0.34,O=C(Cc1cccs1)Nc1ccc(S(=O)(=O)Nc2ncccn2)cc1
nt,1.2,1.1,COc1ccc(/C=C/C(=O)N2c3ccccc3Sc3ccc(C(F)(F)F)cc32)cc1
53,-0.62,-0.8,CCOC(=O)C(C(C)=O)C(c1ccc(OCCC(C)C)cc1)C(C(C)=O)C(=O)OCC (stereo unspecified)
18,-0.31,-0.21,Cn1nnnc1SCC(=O)NCCCc1ccccc1
28,nt,nt,C=CCn1c(SC)nnc1C1COc2ccccc2O1 (stereo unspecified)
0,nt,nt,O=C(NC1CCN(C(=S)NCc2ccco2)CC1)c1cccc(F)c1
17,1.2,0.44,Cn1cc(C(=O)Nc2ccc(F)c(Cl)c2)cn1
17,-1.3,-0.95,Nc1nc(Nc2ccc(Cl)cc2Cl)nc(C(F)(F)F)n1
nt,-1.6,-1.5,COCCNC(=O)c1cc2c(=O)n(C)c3ccccc3c2n1C
-464,0.37,-0.02,COc1ccc(Cl)cc1C(=O)NCCN(C)C
-21,-0.32,-0.73,NC1=C([N+](=O)[O-])C(c2ccccc2)C2=C(CCCC2=O)O1 (stereo unspecified)
11,0.41,-0.06,CN(C(=O)CSC1=NCCS1)c1ccccc1
27,-1.1,-1.4,Cn1c(=O)c2c(-c3cccc(F)c3)c3c(nc2n(C)c1=O)-c1ccccc1C3O (stereo unspecified)
3,-0.99,-0.37,CN(Cc1ccccc1)c1ncnc2ccc(Br)cc12
-122,1.1,1.5,C=CCn1c(CSc2nc3ccccc3s2)nnc1SCC(=O)NCCN1CCOCC1
nt,-0.75,-0.31,c1csc(Cn2nnnc2CN2CCN(c3nc4ccccc4s3)CC2)c1
-58,-0.32,-0.49,COCCNC(=O)C(c1ccc(C)o1)N(C(=O)c1snc(C(N)=O)c1N)c1cccc(C)c1 (stereo unspecified)
-106,nt,nt,CCCN(C(=O)c1cn(CC)c2nc(C)ccc2c1=O)c1c(N)n(Cc2ccccc2)c(=O)[nH]c1=O
-4,0.4,0.21,Cc1cccc(S(=O)(=O)Nc2ccc(C)c3c2OC(C)(C)C3)c1
50,-0.13,-0.95,Cc1ccc(C(=O)c2ccc([N+](=O)[O-])cc2)cc1C
nt,0.72,0.7,CCOc1ccc(NC(=O)CSc2ncn[nH]2)c([N+](=O)[O-])c1
nt,-1.5,-0.86,CCOc1ccc2c(c1)OC(c1ccc(OC)cc1)(C(F)(F)F)NC2=O (stereo unspecified)
6,1.3,1,CC1CC(C)CN(CCCNC(=O)CCNC(=O)Cn2ccc3ccccc3c2=O)C1 (stereo unspecified)
-177,0.3,-0.2,O=C(CCC1COc2ccccc2O1)NCc1ccco1 (stereo unspecified)
-86,-2.4,-1.8,Cc1ccccc1N1C(=O)c2sc3nc4c(c(=O)n3c2C1=O)CCC4
13,nt,nt,CC(C)n1c(NCCO)nc2ccccc21
-14,-2,-1.9,COc1ccc(S(=O)(=O)N2CCCC(C(=O)NCCC3=CCCCC3)C2)cc1 (stereo unspecified)
nt,-1.3,-1.3,COc1ccc(S(=O)(=O)N2CC3C4C=CC(C4)C3C2)cc1 (stereo unspecified)
3,-0.28,-0.69,Cc1c(NC(=O)C(C)OC(=O)c2sc3ccccc3c2Cl)c(=O)n(-c2ccccc2)n1C (stereo unspecified)
-15,1.8,0.54,O=C(Cn1nnc(-c2ccccc2F)n1)Nc1ccc(S(=O)(=O)NC2CCCC2)cc1
nt,-0.86,-1.2,CC(C)(C)NC(=S)NNC(=O)c1ccccc1Cl
7,3.4,2,CC(C(=O)Nc1ccc(F)c(F)c1F)N1CCCCCC1 (stereo unspecified)
23,-0.3,-0.01,CC12c3ccccc3C(c3ccccc31)C1C(=O)N(c3cccnc3)C(=O)C12 (stereo unspecified)
47,0.31,2.2,CN(C)c1ccc(Sc2nnc(NC(=O)Nc3ccc(Cl)cc3Cl)s2)cc1
29,-0.22,0.12,COc1ccc(-c2nc(CNS(=O)(=O)c3cc(OC)ccc3OC)cs2)cc1
38,nt,nt,O=C(CN1C(=O)C(=O)N(C2CCCC2)C1=O)Nc1ccc(N2CCOCC2)cc1
-367,-0.98,-0.12,COc1ccc(CCC(=O)N2CCc3ccccc32)cc1
26,nt,nt,COc1ccc([N+](=O)[O-])cc1N(CC(=O)N1CCCC1)S(C)(=O)=O
-31,-0.21,-0.53,CC1=CCC(C(=O)O)(C(=O)N/N=C/c2cccs2)C(c2ccc(Cl)cc2)C1 (stereo unspecified)

(cont.)
INS promoter inh,SDO1 yeast rescue,SDO1 yeast rescue Rescue 24 h,structure
27,-2.6,-1.9,FC(F)(F)c1cccc(NC(=S)Nc2cccc(Cl)c2)c1
-100,nt,nt,O=C(Nc1ccc(S(=O)(=O)NC2=NCCCCC2)cc1)c1ccc(=O)[nH]c1
8,-1.7,-0.57,Cc1nc(SCC(=O)Nc2cc(C)on2)c2c(C)c(C)sc2n1
3,0.95,0.47,Cc1cc(C)cc(N(C(C)C(=O)N2CCCCC2)S(C)(=O)=O)c1 (stereo unspecified)
nt,1.4,1.6,Cc1ccnc(NS(=O)(=O)c2ccc(N3C(=O)c4ccccc4C3=O)cc2)n1
26,-0.75,-0.73,CN(Cc1nc2ccccc2n1C)S(=O)(=O)c1ccc(Cl)cc1
-63,-0.14,-0.34,O=[N+]([O-])c1cc(-c2nc(-c3ccncc3)no2)ccc1Cl
-31,0.18,-0.29,COc1cc(/C=N/Nc2cccc(C)c2)ccc1OC(=O)c1ccco1
42,nt,nt,CC(=O)c1sc(Nc2nc3cc4c(cc3s2)OCO4)nc1C
nt,-1.7,-1.4,COc1cc(-c2nnc3n2N=C(c2ccccc2)CS3)cc(OC)c1OC

Ordered by SMILES length (highest first): 11 of the compounds above
INS promoter inh,SDO1 yeast rescue,SDO1 yeast rescue Rescue 24 h,structure
-31,-0.21,-0.53,CC1=CCC(C(=O)O)(C(=O)N/N=C/c2cccs2)C(c2ccc(Cl)cc2)C1 (stereo unspecified)
-100,nt,nt,O=C(Nc1ccc(S(=O)(=O)NC2=NCCCCC2)cc1)c1ccc(=O)[nH]c1
23,-0.3,-0.01,CC12c3ccccc3C(c3ccccc31)C1C(=O)N(c3cccnc3)C(=O)C12 (stereo unspecified)
29,-0.22,0.12,COc1ccc(-c2nc(CNS(=O)(=O)c3cc(OC)ccc3OC)cs2)cc1
47,0.31,2.2,CN(C)c1ccc(Sc2nnc(NC(=O)Nc3ccc(Cl)cc3Cl)s2)cc1
3,0.95,0.47,Cc1cc(C)cc(N(C(C)C(=O)N2CCCCC2)S(C)(=O)=O)c1 (stereo unspecified)
-63,-0.14,-0.34,O=[N+]([O-])c1cc(-c2nc(-c3ccncc3)no2)ccc1Cl
-31,0.18,-0.29,COc1cc(/C=N/Nc2cccc(C)c2)ccc1OC(=O)c1ccco1
8,-1.7,-0.57,Cc1nc(SCC(=O)Nc2cc(C)on2)c2c(C)c(C)sc2n1
27,-2.6,-1.9,FC(F)(F)c1cccc(NC(=S)Nc2cccc(Cl)c2)c1
-367,-0.98,-0.12,COc1ccc(CCC(=O)N2CCc3ccccc32)cc1

Following part
INS promoter inh,SDO1 yeast rescue,SDO1 yeast rescue Rescue 24 h,structure
-129,0.77,0.54,CCN(CC)CCNC(=O)c1ccccc1N
nt,0.62,0.66,Cc1nc(N2CCN(Cc3ccccc3)CC2)nc2c1C(=O)CC(C)C2 (stereo unspecified)
nt,0.65,0.25,Cc1cccc(Sc2c([N+](=O)[O-])ncn2C)c1
0,-1.6,-0.79,Clc1ccc2nc(-c3ccncc3)cc(-c3ccccc3)c2c1
-44,-1.1,-1.3,CCCn1c(NC(=O)c2cccc(C)c2C)nc2ccccc21
nt,-0.59,-0.49,CSCCC(NS(=O)(=O)c1ccc(Cl)cc1)C(=O)OCC(=O)N1CCCc2ccccc21 (stereo unspecified)
-32,-0.56,-0.39,CCOc1ccc(C(F)(F)F)cc1NC(=O)COc1ccc(C(F)(F)F)cc1[N+](=O)[O-]
7,nt,nt,CCNS(=O)(=O)c1ccc(CCC(=O)NCc2ccccc2)cc1
-28,-1.5,-0.96,COc1cc(CN2C(=O)C(NC(=O)c3ccco3)(C(F)(F)F)C3=C2CC(C)(C)CC3=O)cc(OC)c1 (stereo unspecified)
50,-0.28,-1.4,Cc1ccc(C[n+]2cccc(-c3ccccc3)c2)c(C)c1
19,0.43,0.2,O=C(/C=C/c1ccccc1Cl)Nc1ccc(-c2nnc3n2CCCCC3)cc1
20,-0.72,-0.43,COc1ccc(C(=O)NCCN2C(=O)S/C(=C\c3cccnc3)C2=O)c(OC)c1OC
nt,0.1,-0.2,O=c1c2[nH]c3ccc(F)cc3c2ncn1CCN1CCN(Cc2ccccc2)CC1
nt,-0.14,0.24,COc1ccc(-n2c(SC)nc(O)cc2=O)cc1
-43,0.5,0.75,O=c1cc(CSc2nnc(COc3ccccc3)n2-c2ccccc2)c2ccccc2[nH]1
31,0.57,0.29,Cc1sc2c(c1C)c(=O)nc1scc(CC(=O)O)n12
7,0.88,-0.21,Cc1c([N+](=O)[O-])cc(C(=O)N2CCOCC2)cc1[N+](=O)[O-]
-34,0.92,0.57,CC(=O)Oc1ccccc1C1OC(=O)c2ccccc2N1C(C)=O (stereo unspecified)
10,-1.5,-0.11,Cc1cc(NC(=O)/C=C/c2ccc(F)cc2)n(-c2nc3ccccc3[nH]2)n1
7,1.1,1.4,COc1cccc(OC)c1C(=O)N1CCN(Cc2ccccc2C)CC1
36,-1,0.02,O=C(NC1CCCCCC1)c1cc2n(n1)C(C(F)(F)F)CC(c1ccco1)N2 (stereo unspecified)
31,-0.05[12.3 µM],0.02,Cc1ccccc1NCC(=O)c1ccc(Br)cc1
-8,-0.38,-0.04,N#CC1=C(S)N(c2ccccc2)C2(CCCCC2)NC1=O
-17,0.09,-0.54,COC(=O)c1ccc(NC(=O)C(C)Oc2ccccc2)cc1 (stereo unspecified)
nt,0.07,1.3,CCOC(=O)c1c(CC(C)C)csc1NC(=O)COC(=O)c1cc(OC)c(OC)cc1[N+](=O)[O-]
-8,0.83,-0.04,Cc1cc(C)c(N2C(=NC(=O)CCCC(=O)O)SC3CS(=O)(=O)CC32)c(C)c1 (stereo unspecified)
nt,0.73,0.51,N=C1c2ccccc2CN1NC(=O)c1cccc(S(=O)(=O)N2CCCCC2)c1
11,0.17,-0.51,Cc1ccc(NC(=O)c2ccc3c(c2)OCCO3)cc1
i,nt,nt,O=C(CN1C(=O)NC2(CCCCCC2)C1=O)NC1CC1
-66,0.11,0.62,CCc1nc2ccccc2c(C(=O)OCC(=O)NCc2ccc3c(c2)OCO3)c1C

Reprinted at random: four records from the list, in no set order.
INS promoter inh,SDO1 yeast rescue,SDO1 yeast rescue Rescue 24 h,structure
36,-1,0.02,O=C(NC1CCCCCC1)c1cc2n(n1)C(C(F)(F)F)CC(c1ccco1)N2 (stereo unspecified)
nt,0.73,0.51,N=C1c2ccccc2CN1NC(=O)c1cccc(S(=O)(=O)N2CCCCC2)c1
-8,0.83,-0.04,Cc1cc(C)c(N2C(=NC(=O)CCCC(=O)O)SC3CS(=O)(=O)CC32)c(C)c1 (stereo unspecified)
-17,0.09,-0.54,COC(=O)c1ccc(NC(=O)C(C)Oc2ccccc2)cc1 (stereo unspecified)

Later entries:
INS promoter inh,SDO1 yeast rescue,SDO1 yeast rescue Rescue 24 h,structure
27,0.56,0.24,CCOC(=O)C1C(=O)NC(c2ccccc2)=NC1c1ccc(F)cc1 (stereo unspecified)
5,-0.6,-0.5,O=C(NC1CCCCCCC1)NC1CCCCC1
-50,nt,nt,O=C1C(=O)N(CC2CCCO2)C(c2ccccc2[N+](=O)[O-])/C1=C(/O)c1ccccc1 (stereo unspecified)
-36,-0.67,-1.1,COc1ccccc1N1CCN(C(=O)C(C)N(c2ccccc2)S(C)(=O)=O)CC1 (stereo unspecified)
-10,1.5,0.34,CSCCC(NS(=O)(=O)c1ccc(Cl)cc1)C(=O)OCC(=O)NC1CCCCC1 (stereo unspecified)
15,0.7,0.69,O=c1c2[nH]c3ccccc3c2ncn1Cc1ccccn1
-36,-0.06,-0.07,COP(=O)(OC)c1nc(-c2cccc3ccccc23)oc1N1CCOCC1
33,nt,nt,CCOc1cc(S(=O)(=O)n2cnc(C)c2)ccc1Cl
nt,1.5,1.8,CC1(C)CC(=O)C(C=NCCCn2ccnc2)=C(O)C1
-53,nt,nt,Cc1ccc(N=C2c3ccccc3C(=O)C2[N+](=O)[O-])cc1C (stereo unspecified)
58,-0.96,-0.31,O=C(CCl)NC(=O)NC12CC3CC(CC(C3)C1)C2

Screens: PubChem, several laboratories
